# Source: PubChem BioAssay
# MBD2 inh – inhibitors of human MBD2 binding to methylated oligonucleotide | Q9UBB5 | TR-FRET | inhibition, % at 4.4 µM | actives 0.31% (n = 370,000) | AID 686964; in the data active = inhibition above about 13%
# Target sequence (Q9UBB5 whole entry, looked up): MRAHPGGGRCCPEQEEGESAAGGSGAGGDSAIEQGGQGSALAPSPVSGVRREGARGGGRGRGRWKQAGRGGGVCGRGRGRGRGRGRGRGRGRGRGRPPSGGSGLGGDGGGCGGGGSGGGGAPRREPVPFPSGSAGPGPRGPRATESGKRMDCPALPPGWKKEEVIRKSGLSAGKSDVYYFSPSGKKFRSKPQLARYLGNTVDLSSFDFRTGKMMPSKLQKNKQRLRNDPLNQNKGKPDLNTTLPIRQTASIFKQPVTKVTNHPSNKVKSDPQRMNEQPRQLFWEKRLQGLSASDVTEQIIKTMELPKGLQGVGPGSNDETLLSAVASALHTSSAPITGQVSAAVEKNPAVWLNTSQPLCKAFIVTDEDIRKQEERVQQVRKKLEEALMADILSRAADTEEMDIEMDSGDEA
# rCAG RNA binder – r(CAG) repeat RNA binding; TO-PRO-1 dye displacement fluorescence; actives 1.3% (n = 370,000); inhibition, % at 3 µM;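 active = inhibition above the plate cutoff, the mean of all test compounds on that plate plus 3 SD, cut at about 35% in these data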;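 note: 0% = DMSO alone and 100% = 100 µM mitoxantrone as full dye displacement; higher means more dye released from RNA so lower well fluorescence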
# LEDGF integ inh – blocks HIV-1 LEDGF/p75-dependent DNA integration. actives 0.64% (n = 370,000). TR-FRET IN-LEDGF/p75 DNA integration, Eu/Cy5. inhibition, % at 3.7 µM;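 active = inhibition above the screen-wide mean plus 3 SD, cut at about 13% in these data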;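 note: signal is the Cy5 over europium emission ratio at 671 and 618 nm; 0% = plate median of compound wells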
# ABHD4 inh – inhibits mouse alpha/beta hydrolase domain 4 | inhibition, % at 8.92 µM | actives 0.54% (n = 370,000) | purified mABHD4, FP-Rh probe fluorescence polarization | AID 720543 | Q8VD66;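 active = inhibition exceeding the mean over every tested compound plus 3 SD, cut at about 30% in these data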;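 note: 0% = plate median of compound wells and 100% = S159A mutant with DMSO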
#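 assay system = mABHD4 protein | compound dosing = single nominal dose of 8.92 µM, 0.89% DMSO final | read-out basis = percent inhibition of probe binding, normalized to plate controls | schedule = Enzyme–compound pre-incubation 45 min, then probe 60 min, both 25 °C | detection = fluorescence polarization, excitation 525 nm, emission 598 nm, BODIPY TMR filters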
# PG9 binder – binds the HIV-1 gp120 antibody PG9; actives 0.43% (n = 360,000); TR-FRET gp120-PG9 antibody binding; inhibition, % at 6.7 µM; in the data active = inhibition above about 8.5%
# Rev-erbA mod – modulators of human Rev-erb alpha DNA binding; P20393; Rev-erbα–FITC-DNA binding, fluorescence polarization, 90 min; activity, % at 10 µM; actives 0.79% (n = 370,000); AID 1259318;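 active = activity above about 14%, limit read from the data; passing the limit was not always enough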;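 note: 0% = DMSO wells with 35 nM protein and 100% = DMSO wells with 750 nM protein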
# UHRF1 MBD2 ctr – human UHRF1 methylated DNA binding inhibitors; Q96T88; UHRF1 binding to methylated oligo, TR-FRET; inhibition, % at 4.4 µM; actives 0.75% (n = 370,000); AID 687016; in the data active = inhibition above about 21%;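 note: UHRF1 SRA domain binding a hemimethylated CpG hairpin DNA probe; 0% = median of test compound wells and 100% = reference inhibitor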
# TCR-CD3 inh – blocks the human TCR-CD3 interaction. actives 0.37% (n = 360,000). AID 651800. inhibition, % at 9.4 µM. TAMRA-labeled TCR probe fluorescence, biochemical; in the data active = inhibition above about 19%;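 note: recombinant mutant TCR 2C K166C tagged with TAMRA read by polarization; 0% = receptor in buffer alone and 100% = receptor with positive control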
# PRMT1 FP inh – PRMT1 (human) inhibition, primary screen; recombinant PRMT1, activity-based probe fluorescence polarization; AID 652257; actives 1.3% (n = 370,000); inhibition, % at 2.79 µM; Q99873;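 active = inhibition above about 21% made by adding two undisclosed values, limit read from the data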
# Target sequence (Q99873 whole entry, looked up): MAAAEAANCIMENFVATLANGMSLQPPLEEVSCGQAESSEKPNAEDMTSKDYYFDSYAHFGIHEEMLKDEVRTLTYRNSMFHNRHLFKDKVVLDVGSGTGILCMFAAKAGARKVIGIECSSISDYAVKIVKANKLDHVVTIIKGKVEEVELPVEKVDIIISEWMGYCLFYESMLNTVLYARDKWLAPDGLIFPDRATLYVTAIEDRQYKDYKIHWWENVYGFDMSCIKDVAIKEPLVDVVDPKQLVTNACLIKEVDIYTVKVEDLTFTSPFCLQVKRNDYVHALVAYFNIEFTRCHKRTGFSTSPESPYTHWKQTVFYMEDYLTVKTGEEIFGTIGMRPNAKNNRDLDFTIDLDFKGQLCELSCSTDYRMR
# HTRA1 inh – blocks human HTRA1 serine peptidase; Q92743; recombinant HTRA1, FP-rhodamine activity-based probe, fluorescence polarization; inhibition, % at 5.96 µM; actives 0.5% (n = 340,000); in the data active = inhibition above about 36%;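 note: 0% = enzyme with DMSO and 100% = wells lacking enzyme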
# Active calls of the source: *; · = not tested or not shown.
SMILES	MBD2 inh	rCAG RNA binder	LEDGF integ inh	ABHD4 inh	PG9 binder	Rev-erbA mod	UHRF1 MBD2 ctr	TCR-CD3 inh	PRMT1 FP inh	HTRA1 inh
O=C(CN(C(=O)CCC(=O)Nc1nccs1)c1ccccc1F)NCCc1ccccc1	-1.1	-7.0	-1.1	2.8	-2.9	5.2	0.0	5.1	0.4	-5.0
Cc1onc(-c2c(F)cccc2Cl)c1C(=O)c1ccccc1	0.2	-5.1	-7.5	-5.3	-0.1	-0.1	2.4	-10.8	1.9	-2.0
O=C(c1cc(Cl)ccc1O)N1CCN(S(=O)(=O)c2cccs2)CC1	3.8	1.9	-3.4	-0.9	1.4	3.0	1.8	-4.2	3.0	-0.2
CCOc1ccccc1OCCCCN1CCCC1	0.7	1.6	0.5	5.4	0.0	-1.3	0.0	-3.9	-2.9	1.7
CCn1c(=O)c(=O)n(CC)c2cc(S(=O)(=O)Nc3cc(C)ccc3C)ccc21	3.9	-1.8	3.6	0.2	-1.1	-6.2	3.3	4.0	-1.6	2.2
Cc1ccc(-c2sc(C)nc2CC(=O)O)cc1	0.4	0.9	0.9	13.7	-1.1	-4.3	1.1	4.5	-0.2	4.2
O=C1C(=O)N(CC(=O)N2CCCC2)c2ccccc21	0.3	2.3	-0.3	-7.3	0.1	-2.9	4.1	-0.9	-1.1	0.2
COc1cccc(/C=C/C(=O)c2ccc(C)c([N+](=O)[O-])c2)c1	6.5	2.8	-1.0	6.0	1.3	1.0	2.6	-2.4	4.2	-10.2
CC(C)NC(=O)N1Cc2cc(C(=O)NC3CCCC3)nc(-c3cccc(-c4cccnc4)c3)c2[C@H]1CCO	-4.5	4.2	-0.2	1.4	1.9	4.5	-1.0	3.5	2.1	·
CC(OC(=O)c1cccnc1SCc1cc(=O)n2ccccc2n1)c1ccccn1 (stereo unspecified)	-7.4	-5.0	-1.5	2.0	-3.8	2.5	-2.9	-2.8	-1.8	-2.2
CCc1cc(SC#N)cc(C)c1NC(=O)CCl	-1.2	7.2	-12.7	6.2	0.0	0.5	2.4	3.0	30.7*	3.7
O=C(NNC(=S)NCc1ccccc1)c1cccc([N+](=O)[O-])c1	3.6	16.4	2.0	-1.7	0.4	2.7	0.7	10.2	-4.3	3.2
O=C(CNS(=O)(=O)c1ccccc1)NCC(=O)N1CCCCC1	0.5	-1.9	-0.7	1.9	0.8	5.7	1.4	-2.3	-4.6	-2.3
CCC(=O)NCCc1cc2cc(C)c(C)cc2[nH]c1=O	-1.9	-3.4	0.2	3.1	0.4	-3.8	-0.2	-0.9	0.3	-0.8
Cc1cc(Br)c(Oc2cc(NN3CCCCC3)c([N+](=O)[O-])cc2[N+](=O)[O-])c(Br)c1	0.2	2.9	-3.3	3.3	-0.2	-1.1	-0.6	1.0	-1.7	3.0
FC(F)(F)Oc1ccc(Nc2nc3ccccc3o2)cc1	6.8	2.4	2.1	-7.7	-0.9	-3.9	-1.9	3.1	2.1	-6.9
O=[N+]([O-])c1ccccc1CNCCCCCO	1.8	0.5	-0.8	1.5	-0.9	-1.6	-0.2	-3.5	-0.8	-4.6
O=C(Nc1ccc(Cl)cc1Cl)c1cc2ccccc2o1	4.3	4.4	-5.9	-2.1	0.7	10.8	2.7	1.3	6.8	9.1
Cc1ccccc1NC(=O)N1CCN(C(=O)c2ccco2)CC1	0.1	-3.3	-2.7	2.1	0.9	-1.1	4.0	-4.0	2.2	1.3
CCCC(=O)Nc1ccccc1NC(=O)c1ccc(OC)cc1	2.5	-4.4	-4.1	6.0	-0.5	-5.9	2.3	-7.0	0.7	5.7

# Twelve entries from above in another layout:
# Under each structure – MBD2 inh, rCAG RNA binder, LEDGF integ inh, ABHD4 inh, PG9 binder, Rev-erbA mod, UHRF1 MBD2 ctr, TCR-CD3 inh, PRMT1 FP inh, HTRA1 inh
> Cc1onc(-c2c(F)cccc2Cl)c1C(=O)c1ccccc1
 : 0.2, -5.1, -7.5, -5.3, -0.1, -0.1, 2.4, -10.8, 1.9, -2.0
> O=C(c1cc(Cl)ccc1O)N1CCN(S(=O)(=O)c2cccs2)CC1
 : 3.8, 1.9, -3.4, -0.9, 1.4, 3.0, 1.8, -4.2, 3.0, -0.2
> CCOc1ccccc1OCCCCN1CCCC1
 : 0.7, 1.6, 0.5, 5.4, 0.0, -1.3, 0.0, -3.9, -2.9, 1.7
> CCn1c(=O)c(=O)n(CC)c2cc(S(=O)(=O)Nc3cc(C)ccc3C)ccc21
 : 3.9, -1.8, 3.6, 0.2, -1.1, -6.2, 3.3, 4.0, -1.6, 2.2
> Cc1ccc(-c2sc(C)nc2CC(=O)O)cc1
 : 0.4, 0.9, 0.9, 13.7, -1.1, -4.3, 1.1, 4.5, -0.2, 4.2
> O=C1C(=O)N(CC(=O)N2CCCC2)c2ccccc21
 : 0.3, 2.3, -0.3, -7.3, 0.1, -2.9, 4.1, -0.9, -1.1, 0.2
> COc1cccc(/C=C/C(=O)c2ccc(C)c([N+](=O)[O-])c2)c1
 : 6.5, 2.8, -1.0, 6.0, 1.3, 1.0, 2.6, -2.4, 4.2, -10.2
> CC(C)NC(=O)N1Cc2cc(C(=O)NC3CCCC3)nc(-c3cccc(-c4cccnc4)c3)c2[C@H]1CCO
 : -4.5, 4.2, -0.2, 1.4, 1.9, 4.5, -1.0, 3.5, 2.1, ·
> CC(OC(=O)c1cccnc1SCc1cc(=O)n2ccccc2n1)c1ccccn1 (stereo unspecified)
 : -7.4, -5.0, -1.5, 2.0, -3.8, 2.5, -2.9, -2.8, -1.8, -2.2
> CCc1cc(SC#N)cc(C)c1NC(=O)CCl
 : -1.2, 7.2, -12.7, 6.2, 0.0, 0.5, 2.4, 3.0, 30.7*, 3.7
> O=C(NNC(=S)NCc1ccccc1)c1cccc([N+](=O)[O-])c1
 : 3.6, 16.4, 2.0, -1.7, 0.4, 2.7, 0.7, 10.2, -4.3, 3.2
> O=C(CNS(=O)(=O)c1ccccc1)NCC(=O)N1CCCCC1
 : 0.5, -1.9, -0.7, 1.9, 0.8, 5.7, 1.4, -2.3, -4.6, -2.3

# The listing continues:
SMILES	MBD2 inh	rCAG RNA binder	LEDGF integ inh	ABHD4 inh	PG9 binder	Rev-erbA mod	UHRF1 MBD2 ctr	TCR-CD3 inh	PRMT1 FP inh	HTRA1 inh
O=C(N/N=C/c1cc(Br)cc(Br)c1O)c1cccc(N2CCCC2=O)c1	0.1	10.5	2.2	12.3	1.0	-0.8	-4.2	36.7*	-0.3	18.4
CCN(C(=O)c1ccc(NC(=O)Cc2ccccc2)cc1)c1ccccc1	3.8	-6.0	-3.9	1.7	-1.4	-0.7	0.0	-2.4	1.8	-21.2
Brc1ccccc1Cn1nnc(-c2ccc(N3CCOCC3)cc2)n1	0.9	1.4	1.9	-2.7	·	-1.4	-0.5	·	-1.1	·
OCCC1CN(Cc2cnc(-c3ccccc3)s2)CCN1C1CCCCC1 (stereo unspecified)	2.3	-9.2	-2.9	-0.6	0.1	-0.7	-4.0	1.7	1.2	11.5
Cc1ccc(C(=O)N/C(=C\c2ccc(-c3cccc([N+](=O)[O-])c3)o2)C(=O)NC(C)(C)C)cc1	1.7	8.5	1.4	11.3	-0.6	-3.5	3.7	-2.3	-0.1	-6.7
COc1ccc(OC)c(CNC(=O)c2nn(C)c3c2CS(=O)(=O)c2ccccc2-3)c1	-1.2	2.6	0.3	6.8	-0.1	-4.5	4.1	-2.5	-2.8	4.8
O=C(COc1ccc(Br)cc1)N1CCN(S(=O)(=O)/C=C/c2ccccc2)CC1	1.4	-2.4	-1.2	-2.8	-3.4	-2.3	-2.0	-1.9	-4.1	-7.8
CC(CCn1cccn1)NC(=O)CCc1nnc(C2CCCCC2)o1 (stereo unspecified)	-2.1	-6.1	-0.1	-1.8	1.4	-3.0	-0.2	-1.0	-2.6	-10.1

# The list is partial; count on the stated rates, not on these rows.
